p53 reactivation – mutant p53 re-activation in reporter cells; H1299 p53-A138V BP100-luciferase reporter, luminescence, 24 h; Potency, µM (series often up to 92.2 µM), inactives show at the top dose activity change, positive = activation, actives largely listed as activators; actives 0.063% (n = 320,000); further: potency means the concentration at half of the fitted maximal effect; % of control where 0% means no effect; nearly all actives have a fitted effect of over 45% in size
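H1299 (p53-null), stable ts p53-A138V + BP100-Luc; 1000 cells/well, Opti-MEM/10% FBS; cpd 4 pt, 1:5; 24 h, 37 deg C, 5% CO2; detection reagent 10 min RT; luminescence.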
a7 integrin act – activates integrin-mediated alleviation for muscular dystrophy; Potency, µM (series often up to 38.3 µM), without a hit: top-dose activation, actives largely listed as activators; alpha7betagal myoblasts, beta-gal FDG fluorescence, 48 h; actives 0.064% (n = 350,000); AID 624291;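 further: potency means the concentration at half of the fitted maximal effect; 100% = response of the positive control SU9516; nearly all actives have a fitted effect of over 60% in size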
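Alpha7betagal+/- myoblasts (passage 13) were plated 16-24 hr, then exposed to compounds (1:260 dilution of DMSO stock) for 48 hours at 37C. After MPER lysis, β-galactosidase reporter activity was read as FDG fluorescence (ex 480/em 540) after 30 minutes.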
uPA surface inh – cell surface uPA generation inhibition. cell surface uPA generation assay, qHTS. Potency, µM (titrated, usually from 38.3 µM), inactives show at the top dose activity change, negative = inhibition, hits mostly inhibitors. actives 0.31% (n = 330,000). AID 540303; active means well fitted inhibition curve with a large enough effect; inconclusive means small, poorly fitted or top-dose-only effect; inactive means no such curve, though single readings can be large or run the other way; tested in mouse RAW 264.7 cells; further: potency means the concentration at half of the fitted maximal effect; on the % scale 0 is the no-effect control and ±100 the full control effect; nearly all actives have a fitted effect of over 55% in size
B2AR arrestin – recruits beta-arrestin to the human beta2-adrenergic receptor | Potency, µM (top dose mostly 46.1 µM), for inactives: at the highest dose activation, most hits filed as activators | P07550 | AID 492947 | beta-arrestin recruitment to beta2AR, cell-based reporter | actives 0.02% (n = 330,000);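 further: potency means the concentration at half of the fitted maximal effect; 0% = DMSO controls and full agonism = EC100 isoproterenol or metaproterenol; nearly all actives have a fitted effect of over 65% in size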
Target sequence (P07550 whole entry, looked up): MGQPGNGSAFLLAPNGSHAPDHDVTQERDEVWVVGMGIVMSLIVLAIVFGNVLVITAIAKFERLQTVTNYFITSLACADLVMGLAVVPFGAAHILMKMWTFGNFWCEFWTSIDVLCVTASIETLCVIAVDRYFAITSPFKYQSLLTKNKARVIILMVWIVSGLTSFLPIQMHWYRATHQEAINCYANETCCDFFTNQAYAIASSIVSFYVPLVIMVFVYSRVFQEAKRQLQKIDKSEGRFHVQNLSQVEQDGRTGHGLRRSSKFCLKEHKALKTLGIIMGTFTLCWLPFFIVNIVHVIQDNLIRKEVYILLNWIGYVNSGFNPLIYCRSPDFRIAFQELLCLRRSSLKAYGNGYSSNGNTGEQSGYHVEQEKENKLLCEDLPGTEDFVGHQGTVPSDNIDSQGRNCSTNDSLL
ELG1 genotoxic – induces genotoxicity in HEK293T cells with luciferase-tagged ELG1; HEK293T ELG1-luciferase reporter, luminescence, 16 h; Potency, µM (series often up to 46 µM), without a hit: at the highest dose activity change, positive = activation, usual class: activators; actives 1.3% (n = 330,000); further: potency means the concentration at half of the fitted maximal effect; % of control where 0% means no effect; nearly all actives have a fitted effect of over 60% in size
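ELG1-luciferase HEK293T cells, 2,000/well; compound pinned in; 16 hr, 37 °C, 5% CO2; ONE-Glo, 30 min RT; luminescence on CCD imager.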
BRCA1 expr up – BRCA1 expression activation; MCF7-BRCA1-FFLuc reporter, luminescence, 48 h; response scale: scaled: vehicle 0%, 10 µM genistein 100%; Potency, µM (titrated, usually from 46.1 µM), without a hit: at the top dose activation, usual class: activators; actives 1.1% (n = 380,000); further: potency means the concentration at half of the fitted maximal effect; nearly all actives have a fitted effect of over 80% in size; some results filed as inactive show a strong effect at the top dose
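Luminescence from a BRCA1-driven firefly luciferase in MCF7 cells was the read-out, taken 15 min after substrate addition following 48 h compound exposure at 37 °C. Data were normalized to a 10 microM genistein control and DMSO vehicle.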
USP2a inh – blocks human ubiquitin-specific protease USP2a; O75604; USP2 core, Ub-CHOP2 coupled fluorogenic reporter, 485/531; Potency, µM (top dose mostly 38.3 µM), without a hit: at the top dose activity change, negative = inhibition, most hits filed as inhibitors; actives 0.01% (n = 330,000); AID 463254;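 further: potency means the concentration at half of the fitted maximal effect; plate controls were DMSO wells for no effect and full inhibition by NEM control for full effect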
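Cell-free coupled assay: 10nM USP2 core preincubated 30min RT with compound in Tris-HCl pH 8.0/CaCl2/CHAPS buffer, then 25nM Ub-CHOP2 and 25nM reporter substrate; fluorescence (Ex 485/Em 531) read after 60min RT, normalized to NEM inhibition, concentration-response curves fitted.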
TRPV1 ag – human TRPV1 agonism; Q8NER1; TRPV1-expressing cells, Fluo-8 calcium influx, agonist mode; activation, % at 8.33 µM; actives 0.19% (n = 320,000); AID 540275; in the data active means activation above about 80%; inconclusive means between about 30% and that limit; further: 0% is about no effect
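Cells expressing TRPV1 were dye-loaded with Fluo-8 and read kinetically: 10 s baseline, 3 min after compound (agonist portion), then 2 min after EC20 capsaicin (allosteric enhancer portion). Calcium-bound dye fluorescence at 480/520 nm.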
Eya2 inh – blocks the phosphatase activity of human Eya2. O00167. recombinant Eya2, OMFP fluorescence dephosphorylation (OMFP is methylfluorescein phosphate). Potency, µM (top dose mostly 76.9 µM), for inactives: at the top dose activity, negative = inhibition, hits mostly inhibitors. actives 0.006% (n = 330,000). AID 488837; further: potency means the concentration at half of the fitted maximal effect; on the % scale 0 is the no-effect control and ±100 the full control effect
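Eya2 (0.2 uM) preincubated 10 min at ambient with compound, then OMFP substrate added at 50 uM; 10 min reaction in 50 mM HEPES pH 7.5, 50 mM NaCl, 5 uM MgCl2, 0.05% BSA, 1 mM DTT. Fluorescence read at Ex 485/Em 525 nm.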
ASM inhibitor – blocks human secretory acid sphingomyelinase; AID 504937; actives 0.006% (n = 340,000); P17405; Potency, µM (highest dose often 57.5 µM), inactives show top-dose activity change, negative = inhibition, usual class: inhibitors; placental ASM, HMU-PC fluorogenic substrate, 60 min; further: potency means the concentration at half of the fitted maximal effect
Target sequence (P17405 47-631 limits assumed): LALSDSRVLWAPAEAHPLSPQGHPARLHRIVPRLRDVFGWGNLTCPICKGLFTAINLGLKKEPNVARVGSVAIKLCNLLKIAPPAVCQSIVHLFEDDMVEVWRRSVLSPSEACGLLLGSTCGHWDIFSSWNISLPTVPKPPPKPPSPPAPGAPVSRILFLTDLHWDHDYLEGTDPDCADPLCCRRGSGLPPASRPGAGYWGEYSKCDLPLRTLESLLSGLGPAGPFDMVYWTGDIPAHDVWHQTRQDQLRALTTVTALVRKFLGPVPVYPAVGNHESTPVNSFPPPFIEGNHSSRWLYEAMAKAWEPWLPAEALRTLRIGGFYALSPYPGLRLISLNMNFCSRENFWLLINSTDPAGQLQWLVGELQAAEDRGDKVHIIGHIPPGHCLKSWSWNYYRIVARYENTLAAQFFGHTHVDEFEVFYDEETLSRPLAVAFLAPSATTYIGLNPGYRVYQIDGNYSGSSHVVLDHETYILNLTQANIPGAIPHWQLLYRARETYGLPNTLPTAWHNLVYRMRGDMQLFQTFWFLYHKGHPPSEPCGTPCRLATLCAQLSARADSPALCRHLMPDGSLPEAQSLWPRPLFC
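Fluorogenic HMU-PC substrate (9 uM final) is turned over by placental ASM in 60 min at 37 C after a 10 min compound preincubation. Reaction ended by alkaline stop (pH 10), with fluorescence read at 386/447 nm.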
PTAP TSG101 blk – blocks PTAP/TSG101 interaction to inhibit HIV-1 budding. Q99816. Fluorescence polarization, FITC-PTAP peptide / Tsg101 binding. Potency, µM (doses to about 115 µM), without a hit: at the highest dose activity change, negative = inhibition, actives largely listed as inhibitors. AID 493005. 340,000 tested, under 10 active; active means well fitted inhibition curve with a large enough effect in the main read-out, with a control signal flat, not every such curve was filed as active; inconclusive means small, poorly fitted or top-dose-only effect, or effect the other way, or a change in a side signal; inactive means no such curve, though single readings can be large or run the other way; further: potency means the concentration at half of the fitted maximal effect; % of control where 0% means no effect
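Tsg101 binding domain (10 uM final) was mixed with compound and a FITC-labeled PTAP peptide (50 nM final) in HEPES pH 7.5 buffer with NaCl, Tween 20, EDTA and TCEP; fluorescence polarization was read after 20 min at r.t.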
The depositor's hits bear a star; ? = inconclusive; · = no result given; & = joins results of further samples; [ ] = another dose, or the depositor's remark. Unless noted, the call rests on the fitted dose curve; in most records, active means well fitted curve in the direction sought with a large enough effect; inconclusive means small, poorly fitted or top-dose-only effect, or another doubt; inactive means no such curve, though single readings can be large; an effect the other way counts as inactive or inconclusive.

structure	a7 integrin act	USP2a inh	Eya2 inh	uPA surface inh	p53 reactivation	ELG1 genotoxic	B2AR arrestin	TRPV1 ag	ASM inhibitor	BRCA1 expr up	PTAP TSG101 blk
CC1=CC(=O)OC2CC3OC4C[C@@H](C)C5OC6CC7O[C@]8(C)C/C=C\C9OC%10CC%11OC(CC(C)CO)CC(O)[C@]%11(C)OC%10CC9OC8C[C@]7(C)O[C@]6(C)CCC5OC4C[C@]3(C)OC12 (stereo partly specified)	13%	-1%	10%	-3%	9%	-13%	-0.2%	-4	-2%	4%	-3%
CN1CCN(c2ccc(F)cc2N)CC1	1%	-5%	13%	-1%	0%	1%	-0.2%	0	2%	1%	-1%
COc1ccc(Cl)cc1N=Cc1c(O)n(C)c(=O)n(C)c1=O	0%	4%	-8%	-10%	-2%	2%	0.0%	4	40%[activator]	-10%	-5%
O=C(NCc1cccnc1)Nc1ccc([N+](=O)[O-])cc1	-25%	0%	-3%	10%	17%	-1%	-0.5%	0	-1%	17%	-2%
Fc1ccc(C2=CCN(C(c3cccs3)c3nnnn3CCc3ccccc3)CC2)cc1 (stereo unspecified)	-49%[inhibitor]	5%	-10%	9%	-1%	-14%	0.0%	3	-7%	-37%	3%
CCOC(=O)c1nc2ccccc2c(=O)n1-c1ccc(C)cc1	3%	1%	1%	-2%	3%	1%	0.2%	4	2%	5%	-3%
COc1ccc(CN2C(=O)CC(=O)NC2=O)cc1	6%	4%	10%	2%	-10%	1%	-0.8%	1	3%	2%	-4%
CCOc1ccc(-n2c(O)c(C=NCCCn3ccnc3)c(=O)[nH]c2=O)cc1	34%	-2%	17%	-2%	0%	-2%	0.0%	-3	1%	1%	-4%
COC(=O)c1ccc(COc2cc(C)cc3oc(=O)c4c(c23)CCCC4)o1	25%	-2%	5%	5%	-12%	-2%	-0.1%	16	-19%	-4%	-5%
CCN1CCN(c2ccc(NC(=O)C(C)C)cc2Cl)CC1	6%	1%	2%	-4%	0%	-1%	-0.9%	7	2%	4%	-5%

The results go on.
structure	a7 integrin act	USP2a inh	Eya2 inh	uPA surface inh	p53 reactivation	ELG1 genotoxic	B2AR arrestin	TRPV1 ag	ASM inhibitor	BRCA1 expr up	PTAP TSG101 blk
COC(COC(N)=O)C1=C(N2CC2)C(=O)C(C)=C(N2CC2)C1=O (stereo unspecified)	-53%[inhibitor]	·	·	-7%	·	·	·	·	-1%	-80%	-5%
COc1cc(OC)cc(-c2sc3ccc(OC)cc3c2-c2ccc(OCCN3CCOCC3)cc2)c1	7%	2%	-3%	10%	-5%	-4%	-0.1%	·	?	-20%	-1%
O=c1[nH]c(=S)n(C2CC2)c(O)c1/C=N/Nc1ccccc1	-17%	-1%	7%	2%	?	11%	-0.8%	-4	-3%	-1%	-4%
O=C(O)C1CN2CCC1CC2 (stereo unspecified)	18%[7.66 µM]	0%	21%[15.4 µM]	3%	-4%	-2%	-0.2%	2	1%	-2%	-3%
COc1cc(C(c2c(C)[nH]n(-c3ccccc3)c2=O)c2c(C)[nH]n(-c3ccccc3)c2=O)cc(OC)c1OC	22%	4%	5%	2%	6%	6%	-0.1%	6	-11%	-31%	-4%
COc1ccc([C@@]2(C(C)C)ON(c3ccccc3C(F)(F)F)C2=O)cc1	25%	4%	-7%	?	29%	-3%	0.1%	4	-10%	-20%	-10%
O=S(=O)(c1ccc(Cl)cc1)N1CCCCC1c1cccnc1 (stereo unspecified)	-16%	-1%	11%	-1%	3%	2%	0.2%	2	-3%	-17%	-6%
CCCCc1nc2ccccc2c(=O)n1-c1ccccc1[N+](=O)[O-]	-11%	-1%	-17%	8%	-6%	-1%	0.4%	-1	-6%	-11%	1%
Cc1cc(NCCN)nc2ccccc12	-27%	1%	5%	9%	-5%	-11%	-0.8%	1	1%	-7%	1%
N#CC1=C(N)Oc2c(c(=O)oc3ccccc23)C1c1ccc([N+](=O)[O-])o1 (stereo unspecified)	10%	3%	1%	5%	1%	9%	-0.4%	-1	-4%	9%	-1%

Additional records
structure	a7 integrin act	USP2a inh	Eya2 inh	uPA surface inh	p53 reactivation	ELG1 genotoxic	B2AR arrestin	TRPV1 ag	ASM inhibitor	BRCA1 expr up	PTAP TSG101 blk
O=C(c1ccc2c(c1)OCO2)C1CCCN(CC2CCCCC2)C1 (stereo unspecified)	-40%	-1%	7%	-5%	-3%	0%	-0.5%	9	-3%	2%	-3%
COC(=O)C1=C(c2cccc(OCc3ccccc3)c2)C[C@@H]2CC[C@H]1N2C(=O)NC1CCN(Cc2ccccc2)CC1	-48%[inhibitor]	-1%	-17%	?	?	-5%	0.2%	14	10%	-58%	-4%
COc1ccc(NC(=O)CCn2cc(C)c3ccccc32)cc1	0%	2%	3%	14%	5%	14%	-0.8%	-7	-3%	?	-2%
COC(=O)C1=C(c2ccc(S(C)(=O)=O)cc2)C[C@@H]2CC[C@H]1N2C(=O)NCCNC(C)=O	-7%	·	·	-6%	·	·	·	·	6%	22%	-1%
C[C@H](CO)N1C[C@H](C)[C@@H](CN(C)Cc2ccc(Cl)c(Cl)c2)Oc2c(NC(=O)C3CC3)cccc2C1=O	32%	2%	16%	?	0%	-5%	0.4%	·	-2%	-62%	-3%
CCCNC1=C(C)C(=O)C2=C(C1=O)C(COC(N)=O)[C@]1(OC)C3NC3CN21 (stereo partly specified)	?	4%	7%	-12%	-3%	8%	-0.9%	0	-9%	-69%	0%
C=CCSc1nc2c(c(-c3ccsc3)c1C#N)CN(C)CC2	-16%	10%	?	-6%	1%	0%	-0.4%	4	62%[activator]	-1%	-6%
CCOC(=O)c1c(NC(=O)C(c2ccccc2)c2ccccc2)sc2c1C1CCN2CC1	-25%	1%	6%	-12%	0%	-5%	0.1%	7	-16%	-64%	-4%
CC(C)CN(CC(C)C)C(=O)C1C2c3ccccc3C(c3ccccc32)C1C(=O)O (stereo unspecified)	18%	1%	-7%	-5%	-3%	0%	-0.1%	4	-1%	-6%	-3%
O=C(COc1ccccc1)N1CCN(CC2CC=CCC2)CC1 (stereo unspecified)	-24%	0%	3%	-3%	4%	-1%	-0.9%	?	-1%	-24%	-3%

Next part.
structure	a7 integrin act	USP2a inh	Eya2 inh	uPA surface inh	p53 reactivation	ELG1 genotoxic	B2AR arrestin	TRPV1 ag	ASM inhibitor	BRCA1 expr up	PTAP TSG101 blk
Cc1ccc(C2C(=O)NC(=O)NC2=O)cc1	22%	·	·	3%	·	·	·	·	2%	-7%	-1%
Clc1ccc2c(c1)C(c1ccccc1Cl)=NCc1nnc(Br)n1-2	9%	1%	3%	-3%	-23%	4%	0.3%	13	0%	-33%	-2%
c1ccc2cc(CC3=NCCN3)ccc2c1	-21%	4%	5%&5%	4%	-3%	-2%	0.1%	-2	5%	-2%	-2%
O=C1CC23c4ccccc4N4C(=O)CC5OCC=C6CN1C2CC6C5C43 (stereo unspecified)	4%	·	·	5%	·	·	·	·	2%	-33%	-3%
c1cc2n(c1)-c1c(ccc3c1OCO3)CNC2c1ccc2c(c1)OCO2 (stereo unspecified)	12%	-1%	5%	1%	-5%	-3%	-0.1%	1	4%	-25%	-2%
O=C(CCc1nnc2ccc(NCc3ccccc3Cl)nn12)N1CCC2(CC1)OCCO2	-24%	-1%	4%	-6%	-11%	3%	0.0%	-3	5%	-5%	-2%
Oc1cc2c(cc1O)[C@H]1c3ccccc3CN[C@@H]1CC2	·	3%	4%	·	·	·	12%	0	·	-2%	·
COC(=O)C1=C(C)n2nnnc2NC1c1ccc(Cl)cc1 (stereo unspecified)	12%	1%	-24%	-2%	-2%	0%	-0.5%	-12	36%[activator]	-39%	-3%
BrCCc1ccccc1	·	-2%	16%	2%	-3%	2%	-2.1%	-5	-3%	3%	-1%
C=C(COC(=O)CCC(=O)O)CC1CC(O)[C@]2(C)OC3CC4OC5C[C@]6(C)O[C@]7(C)CCC8OC9C[C@]%10(C)OC%11C(C)=CC(=O)OC%11CC%10OC9C[C@@H](C)C8OC7CC6O[C@]5(C)C/C=C\C4OC3CC2O1 (stereo partly specified)	3%	1%&-2%	0%&-16%	14%	9%&2%	-2%&-1%	-0.4%&0.4%	1	2%	·	-1%
COc1cc(SC)ccc1C(=O)N1CCN(c2ccc(O)cc2)CC1	-21%	-1%	-7%	?	-8%	0%	-0.1%	1	-3%	-29%	1%
Cc1nn(Cc2ccccc2)c(C)c1C(=O)NCc1ccccc1	-5%	-1%	-5%	7%	-1%	-1%	0.1%	3	1%	-6%	-2%

The list is partial; the hit share may differ from the screen's.
